Source: PubChem BioAssay
TWEAK Fn14 block = blocks TWEAK-Fn14 interaction in a reporter cell assay | TWEAK-stimulated Fn14 reporter cells, luciferase luminescence, 8 h | inhibition, % at 10 µM | hit rate 2% among 360,000 | AID 1159606; in the data active = inhibition above about 50%
TLR9-MyD88 inh = inhibitors of human TLR9-MyD88 binding. Q9NR96+Q99836. CHO BLA complementation TLR9-MyD88, CCF4 FRET ratio. inhibition, % at 4.98 µM. hit rate 0.21% among 340,000. AID 504734;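 active = inhibition above the mean over all tested compounds plus 3 SD, cut at about 21% in these data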;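 note: 0% = DMSO only wells and 100% = clavulanate BLA inhibitor control wells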
NCOA2 inhibitor = human SRC2 (NCOA2) inhibition; HEK293 GAL4-SRC2 luciferase reporter, luminescence; inhibition, % at 9 µM; hit rate 0.17% among 370,000; AID 651957;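 active = inhibition above the mean inhibition of all tested compounds plus 3 SD, set per campaign, cut at about 52% in these data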;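 note: 0% = DMSO treated cells and 100% = cells given Gossypol at 36 µM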
Target sequence (Q15596 whole entry, looked up, the tested form may be a part): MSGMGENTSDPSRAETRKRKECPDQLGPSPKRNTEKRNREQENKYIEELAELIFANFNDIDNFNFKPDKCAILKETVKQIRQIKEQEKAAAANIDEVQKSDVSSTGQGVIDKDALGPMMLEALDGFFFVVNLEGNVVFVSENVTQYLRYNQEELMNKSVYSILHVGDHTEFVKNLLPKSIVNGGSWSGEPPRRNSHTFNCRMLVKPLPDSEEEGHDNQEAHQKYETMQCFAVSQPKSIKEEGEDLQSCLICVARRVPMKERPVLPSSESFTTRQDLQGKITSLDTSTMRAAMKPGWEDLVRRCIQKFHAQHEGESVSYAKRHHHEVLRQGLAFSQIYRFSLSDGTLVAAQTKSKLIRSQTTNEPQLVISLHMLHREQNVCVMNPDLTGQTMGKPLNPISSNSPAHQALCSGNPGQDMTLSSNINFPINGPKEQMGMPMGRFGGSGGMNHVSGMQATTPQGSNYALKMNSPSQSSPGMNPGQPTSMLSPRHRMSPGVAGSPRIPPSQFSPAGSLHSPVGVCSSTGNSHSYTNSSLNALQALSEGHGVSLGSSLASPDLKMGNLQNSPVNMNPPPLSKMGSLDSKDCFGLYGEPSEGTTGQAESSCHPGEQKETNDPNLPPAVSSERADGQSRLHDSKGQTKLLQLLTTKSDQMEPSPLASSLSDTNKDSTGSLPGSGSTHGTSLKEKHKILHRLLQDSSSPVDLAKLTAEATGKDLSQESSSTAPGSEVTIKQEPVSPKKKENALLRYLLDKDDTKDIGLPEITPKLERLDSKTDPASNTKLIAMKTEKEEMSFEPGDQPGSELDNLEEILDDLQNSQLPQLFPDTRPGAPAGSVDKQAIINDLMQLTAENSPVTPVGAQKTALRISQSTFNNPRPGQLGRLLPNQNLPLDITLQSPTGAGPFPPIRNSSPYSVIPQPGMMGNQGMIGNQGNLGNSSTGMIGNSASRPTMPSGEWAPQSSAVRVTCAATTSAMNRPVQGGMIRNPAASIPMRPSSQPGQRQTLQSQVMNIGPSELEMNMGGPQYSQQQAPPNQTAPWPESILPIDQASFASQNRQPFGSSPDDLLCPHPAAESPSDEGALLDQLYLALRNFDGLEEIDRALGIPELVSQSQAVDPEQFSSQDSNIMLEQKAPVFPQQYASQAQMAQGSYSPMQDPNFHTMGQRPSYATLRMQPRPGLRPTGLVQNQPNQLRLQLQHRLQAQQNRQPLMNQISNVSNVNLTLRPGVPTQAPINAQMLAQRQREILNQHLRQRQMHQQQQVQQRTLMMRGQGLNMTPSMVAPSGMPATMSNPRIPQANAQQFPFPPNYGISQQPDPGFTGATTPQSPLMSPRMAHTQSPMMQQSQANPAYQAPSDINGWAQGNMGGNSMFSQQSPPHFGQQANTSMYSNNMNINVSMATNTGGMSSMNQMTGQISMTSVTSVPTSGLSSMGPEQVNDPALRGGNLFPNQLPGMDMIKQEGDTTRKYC
ABHD5-PLIN5 inh = ABHD5-PLIN5 protein interaction inhibition | Q00G26+Q8WTS1 | Split G. princeps luciferase complementation, luminescence, 4 h | inhibition, % at 4 µM | hit rate 0.78% among 360,000 | AID 602281;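 active = inhibition above the mean inhibition across every tested compound plus 3 SD, cut at about 22% in these data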;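 note: 0% = DMSO only wells and the 100% control is not disclosed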
NCOA1 inh = human NCOA1 inhibition | Q15788 | inhibition, % at 3.6 µM | AID 588354 | HEK293 GAL4-SRC1 luciferase reporter, luminescence | hit rate 0.12% among 360,000;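 active = inhibition above the campaign mean plus 3 SD, with each screening campaign given its own cutoff, cut at about 60% in these data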;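 note: 0% = DMSO treated cells and 100% = gossypol at 36 µM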
NOD2-RIPK2 inh = inhibitors of human NOD2-RIPK2 interaction. O43353. CHO BLA complementation NOD2-RIPK2, CCF4 ratio. inhibition, % at 4.98 µM. hit rate 0.38% among 360,000. AID 624267; in the data active = inhibition above about 21%;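 note: 0% = vehicle only and 100% = reference blocker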
TROY signal inh = TROY signaling inhibition; Q293 LMP1-TROYcd NF-kB luciferase reporter, 4 h; inhibition, % at 10 µM; hit rate 0.98% among 360,000;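 active = compounds whose plate-normalised and pattern-corrected inhibition of the luciferase reporter signal at the single screening dose is 50% or more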
Granule exo inh = blocks lytic granule exocytosis; TALL-104 LAMP-1 surface exposure, flow cytometry; cells stimulated with thapsigargin and PMA; inhibition, % at 10 µM; hit rate 0.66% among 360,000; AID 651702;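 active = inhibition above about 55%, limit read from the data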
NR2F2 inh = inhibitors of human COUP-TFII (NR2F2). P24468. HEK293T NGFI-A luciferase reporter, luminescence. inhibition, % at 8.6 µM. hit rate 0.7% among 370,000;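 active = inhibition above a per-plate cutoff, mean inhibition of test wells between control levels plus 3 SD, cut at about 38% in these data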;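 note: cells cotransfected with COUP-TFII expression vector driving the NGFI-A reporter; 0% = median of COUP-TF2 test wells and 100% = reporter-only cells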
NCOA3 inh = human NCOA3 inhibition; Q9Y6Q9; HEK293 GAL4-SRC3 luciferase reporter, luminescence; inhibition, % at 3.6 µM; hit rate 0.17% among 360,000;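 active = inhibition above a per-campaign cutoff, the mean of all compounds plus 3 SD, cut at about 60% in these data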;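 note: 0% = DMSO-treated cells and 100% = gossypol-treated cells at 36 µM; higher means less SRC3-driven luciferase light from the GAL4 reporter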
NR5A2 inv ag = suppresses constitutive activity of human LRH-1; hit rate 0.13% among 360,000; AID 602396; HEK293T StAR-luciferase reporter, LRH-1 transfected, 24 h; inhibition, % at 3.6 µM; O00482;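 active = inhibition above the mean inhibition of all tested compounds plus 3 SD, cut at about 73% in these data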;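 note: 0% = DMSO wells and 100% = reporter-only cells lacking LRH-1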
An asterisk follows results filed as active; nt = no result given. A portion of the library. The share of hits here may be higher or lower than overall.

SMILES | TWEAK Fn14 block | TLR9-MyD88 inh | NCOA2 inhibitor | ABHD5-PLIN5 inh | NCOA1 inh | NOD2-RIPK2 inh | TROY signal inh | Granule exo inh | NR2F2 inh | NCOA3 inh | NR5A2 inv ag
Cc1cc(C)cc(NC(=S)N2CCN(c3ncccn3)CC2)c1 | 12 | -6 | -35 | 4 | 3 | -2 | -10 | -5 | 5 | 14 | 20
CC(=O)Nc1cccc(NC(=O)C2CCCN2C(=O)Nc2ccc(C)cc2)c1 (stereo not given) | -4 | 0 | -7 | 2 | 10 | 3 | 2 | 11 | -16 | 20 | 12
COc1cccc(C(=O)NC2=NCCS2)c1OC | -74 | 7 | -22 | -18 | -87 | -5 | -30 | -1 | -44 | -32 | -59
CC1CCN(C(=O)c2cc(S(=O)(=O)N3CCCCC3)c[nH]2)CC1 | 4 | 0 | 25 | 4 | 4 | 5 | -10 | 4 | 8 | -5 | 16
C=CCOc1c(CNn2cn[nH]c2=S)cccc1OC | 1 | 6 | 16 | -8 | -7 | 7 | 12 | 1 | -15 | 13 | -8
COc1ccc([C@H]2CC(=O)C=C(c3ccc(SC)cc3)C2)cc1OC | 20 | -10 | 10 | 3 | -9 | 0 | 8 | -3 | -19 | -9 | -1
Cc1ccc(S(=O)(=O)N2CCN(CC(=O)Nc3ccc4c(c3)CCC4)CC2)cc1C | 0 | -8 | -8 | -3 | 10 | -21 | 11 | 14 | -5 | 7 | 0
CNC[C@H]1Oc2c(NS(=O)(=O)c3ccccc3)cccc2C(=O)N([C@H](C)CO)C[C@@H]1C | 7 | -5 | -23 | -3 | -16 | 10 | 9 | -5 | -33 | -1 | -12
CCO[C@H]1c2c(ccc3ccc(=O)oc23)OC(C)(C)[C@@H]1O | -3 | 1 | 5 | 1 | -5 | -7 | -1 | -3 | 4 | 1 | 10
Cc1cc(C)n2c(SCc3ccc(C#N)cc3)nnc2n1 | -10 | -4 | -28 | 6 | -21 | -16 | 4 | 1 | 4 | -10 | -19
O=C(CS(=O)CC(=O)Nc1ccccc1-c1ccccc1)Nc1ccc(F)cc1 (stereo not given) | 26 | -4 | -5 | -4 | -3 | -2 | 10 | 36 | -3 | -4 | 3
CC12CCC(C(=O)NCCCN3CCOCC3)(C(Br)C1=O)C2(C)C (stereo not given) | -4 | -3 | -3 | 1 | -7 | 4 | 0 | -6 | -18 | 14 | 1
O=C1C2CCCCN2C(=O)N1CCCCN1CCN(c2cccc(C(F)(F)F)c2)CC1 (stereo not given) | 3 | 2 | 20 | 1 | -1 | -5 | 2 | 2 | 11 | 11 | 9
Cc1ccc(C)c(OCC(=O)Nc2ccc(S(=O)(=O)Nc3ccccn3)cc2)c1C | 14 | 13 | -22 | -4 | 1 | 5 | 28 | 0 | 10 | -10 | -8
CC1(OC(=O)CCc2ccccc2)C(=O)C=C2C=C(c3ccc(C#N)cc3)N(C3CCCC3)C=C2C1=O (stereo not given) | -4 | -4 | -6 | -25 | -19 | -18 | -12 | -8 | 19 | -13 | -4
COCCn1c(N)c(Sc2ccc(Cl)cc2)c(=O)[nH]c1=O | 14 | 6 | -30 | 1 | 18 | -1 | 8 | -2 | 0 | -12 | 2
Cc1ccc(N2CCN(c3ccc(NCc4nc5ccccc5n4C)cc3)CC2)cc1 | 5 | -11 | -4 | -4 | -3 | -3 | 5 | 0 | 6 | -27 | 5
COc1ccc(C2c3[nH]c4ccccc4c3C[C@H]3C(=O)N(c4ccccc4C(=O)N4CCC[C@H]4C(=O)O)C(=O)N23)cc1 (stereo not given in full) | -2 | -5 | 10 | -8 | 2 | -8 | -8 | -6 | -3 | -7 | 22
COc1ccc(CCNC(=O)c2ccc(SC)cc2OC)cc1 | -33 | 10 | -19 | 3 | -3 | 2 | 0 | -1 | -8 | 1 | -6
CC1=NN(c2ccccc2)C(=O)C1C(=O)c1ccccc1 (stereo not given) | 6 | 14 | -31 | -10 | -5 | 4 | 3 | 17 | -9 | 24 | -10
Cn1cnnc1SCC(=O)NC1CCCN(Cc2ccc(Cl)cc2)C1 (stereo not given) | 15 | 0 | 0 | 7 | -10 | 17 | -9 | -11 | -22 | -4 | 8
CCC(C)(C(=O)NC1CCCCC1)N(Cc1ccco1)C(=O)Cc1cccs1 (stereo not given) | -21 | -5 | -30 | 1 | 8 | 1 | -12 | 21 | -9 | 16 | 16
O=C(C[n+]1ccccc1)N/N=C/c1ccc(O)cc1 | 2 | 7 | -17 | -8 | -4 | -10 | 13 | 3 | 20 | 3 | -8
Cc1[nH]c2ccccc2c1C(=O)C(=O)NCCC1=CCCCC1 | 6 | 0 | -16 | 5 | 1 | 8 | -1 | 0 | 3 | 4 | -1
Cc1ccn2cc(C(=O)Nc3nnc(C)s3)nc2c1 | -10 | -2 | -25 | -1 | -90 | -6 | -46 | -2 | -22 | -79 | -43
C=CCSc1nc(=O)n2cccc(C)c2n1 | 12 | 3 | 8 | -6 | -6 | -6 | -5 | -4 | -2 | -13 | -7
O=C(NCCCn1ccnc1)C(=O)NCc1ccc(Cl)cc1 | -12 | -7 | 4 | -4 | 12 | 2 | -6 | 1 | 10 | 35 | 3
CCOC(=O)/C(C#N)=C1/C=CN(C)C=N1 | 5 | 1 | -7 | 4 | 3 | 3 | -4 | -4 | 3 | 9 | -3
Cc1ccc(NC2=C(NC(=O)c3ccccc3)C(=O)c3ccccc3C2=O)cc1Cl | -1 | -1 | 3 | -12 | -11 | -6 | 12 | 23 | 4 | 11 | 7
CCc1nc2c(OCc3ccc(OC)cc3)cccn2c1N(C)C(=O)c1ccco1 | -13 | nt | 6 | 3 | -13 | -3 | -9 | 2 | 13 | -18 | 4
O=C(CN1C(=O)CCS(=O)(=O)c2ccccc21)Nc1ccc(F)cc1 | -5 | 5 | 3 | 5 | -4 | -2 | -11 | -3 | -2 | 14 | 5
Cc1ccc(-c2nnn(CC(=O)N(c3ccc(F)cc3)C(C(=O)NC3CCCC3)c3ccncc3)n2)o1 (stereo not given) | 44 | -4 | 19 | -2 | -14 | -7 | 9 | -7 | -5 | -4 | -14
CCNC(=O)NC(=O)COC(=O)C1CSC2(C)CCC(=O)N12 (stereo not given) | 22 | 10 | -15 | -5 | 12 | -13 | -17 | 0 | 9 | 8 | -18
O=C(NCc1cccnc1)C(=O)NCC1CCCO1 (stereo not given) | -2 | 1 | -9 | -3 | 10 | -2 | 0 | -2 | 16 | 19 | -18
N#CC(=C(c1ccccc1)c1ccccc1)c1ccccc1 | -4 | 0 | -1 | -4 | -3 | -13 | -19 | -3 | -15 | -19 | 14
CC1CCC(NC(=O)CN(C)S(=O)(=O)c2ccc3c(c2)CCC(=O)N3)CC1 (stereo not given) | -12 | -2 | -22 | 4 | -19 | -7 | -19 | -12 | 11 | 16 | 2
CC(NC(=O)c1ccco1)c1ccc2c(c1)OCO2 (stereo not given) | 21 | 0 | 1 | -6 | 4 | 4 | -17 | -1 | -2 | -3 | 0
C[C@@H]1C2CC(C/C2=N\NC(=O)c2ccncc2)C1(C)C (stereo not given in full) | 2 | 4 | 10 | -6 | -45 | 11 | -14 | 0 | 4 | -1 | -2
O=C(Cn1c(C(=O)N2CCc3ccccc3C2)cc2sccc21)c1ccccc1 | 2 | 1 | nt | -8 | 9 | -2 | -17 | 0 | nt | 12 | -6
O=C(Nc1nc(-c2cccc(Br)c2)cs1)Oc1ccccc1 | -17 | 11 | -31 | -2 | -38 | 5 | -35 | 5 | -18 | -2 | -14

Profiles as entered above. Values in the order: TWEAK Fn14 block | TLR9-MyD88 inh | NCOA2 inhibitor | ABHD5-PLIN5 inh | NCOA1 inh | NOD2-RIPK2 inh | TROY signal inh | Granule exo inh | NR2F2 inh | NCOA3 inh | NR5A2 inv ag
N#CC(=C(c1ccccc1)c1ccccc1)c1ccccc1 across the screens: -4 | 0 | -1 | -4 | -3 | -13 | -19 | -3 | -15 | -19 | 14
O=C(Nc1nc(-c2cccc(Br)c2)cs1)Oc1ccccc1 across the screens: -17 | 11 | -31 | -2 | -38 | 5 | -35 | 5 | -18 | -2 | -14

Following part.
SMILES | TWEAK Fn14 block | TLR9-MyD88 inh | NCOA2 inhibitor | ABHD5-PLIN5 inh | NCOA1 inh | NOD2-RIPK2 inh | TROY signal inh | Granule exo inh | NR2F2 inh | NCOA3 inh | NR5A2 inv ag
COc1ccccc1OC(=O)Nc1ccc(Cl)cc1 | -1 | -9 | -6 | 0 | -20 | -6 | -39 | -1 | 28 | -6 | -12
Cc1ccc(C(=O)COC(=O)c2ccc(Br)o2)cc1C | -5 | 1 | -6 | 1 | -9 | -3 | -91 | 5 | 9 | -11 | -5
COc1cc2nc3occc3c(OC)c2cc1OC | -31 | -3 | -28 | 3 | -18 | -9 | -34 | -11 | -13 | 5 | 11
COc1ccc(N=Nc2ccc3ccccc3c2)c(O)c1 | 81* | 4 | -15 | -3 | -53 | -16 | 63* | 5 | -13 | -40 | -43
COc1ccc(NC(=O)N2CCNC(=O)C2CC(=O)Nc2ccc(F)cc2)cc1 (stereo not given) | -3 | -6 | -24 | 3 | -1 | 5 | 0 | -4 | 0 | 15 | 2
Oc1ccccc1C1Nc2cccc3cccc(c23)N1 | 2 | -4 | -19 | -2 | -74 | -12 | -2 | 1 | 4 | -6 | 13
CC(=O)Nc1ccc(CNc2nc3cc(-c4ccccc4C)sc3c(=O)n2C)cc1 | -5 | nt | -15 | 2 | -15 | -2 | 3 | 1 | 4 | -12 | -27
CCn1c(SCC(=O)N/N=C(\C)c2ccncc2)nnc1-c1ccc(C)cc1 | -6 | nt | 2 | 2 | 9 | -7 | -10 | 1 | -9 | 18 | -6
CC1CCCC(C)N1C(=O)CN1C(=O)C(C)(C)Oc2ccc(C(=O)NC3CCCCC3)cc21 (stereo not given) | -6 | -7 | 8 | -4 | -2 | -5 | -26 | 0 | 6 | 13 | 4
CC(=O)c1ccc(OCc2cc(C(=O)NC3CCCCC3)no2)cc1 | -5 | 10 | -46 | 0 | -74 | -7 | -37 | -5 | -39 | -27 | -70
CCC(=O)N(CCCN(C)C)c1nc(-c2cc(OC)ccc2OC)cs1 | 1 | -10 | -4 | 10 | -4 | -12 | -7 | -1 | -4 | -13 | -5
O=C(O)C(Cc1c[nH]c2ccccc12)N1C(=O)C2C3c4ccccc4C(c4ccccc43)C2C1=O (stereo not given) | 0 | 6 | -3 | -1 | -7 | -10 | 2 | 1 | -4 | 1 | -6
O=C(Nc1ccc(S(=O)(=O)Nc2nccs2)cc1)C1CC(=O)N(c2ccc(Cl)cc2)C1 (stereo not given) | 8 | 3 | -40 | 0 | -20 | -9 | 7 | 6 | 19 | 5 | -10
O=C(c1ccccc1[N+](=O)[O-])N1CCC(Cc2ccccc2)CC1 | 0 | -5 | -15 | 1 | 11 | -1 | -9 | -4 | 12 | 9 | -18
CC(C)CC(C(=O)OCC(=O)c1c(N)n(C)c(=O)n(C)c1=O)N1C(=O)c2ccccc2C1=O (stereo not given) | -4 | -7 | 3 | -2 | -31 | -9 | 7 | 10 | 4 | -3 | 7
CC12CCC(=O)N1C(C(=O)Nc1ccc(Cl)c(Cl)c1)CS2 (stereo not given) | 4 | -1 | 19 | -2 | 8 | -2 | -8 | -3 | 18 | 13 | 3
